OXTR agonist: human OXTR agonism; P30559; AID 2435; CHO-OTR cells, Fluo-8 calcium fluorescence; normalized: DMSO 0%, oxytocin 100%; 320,000 tested, 0.32% active; activation, % at 3 µM;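 active = activation above the mean of all tested compounds plus 3 SD, cutoff set per screening run, cut at about 20% in these data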;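 note: peak over basal fluorescence ratio from a 100 s FLIPR kinetic read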
Target sequence (P30559 whole entry, looked up): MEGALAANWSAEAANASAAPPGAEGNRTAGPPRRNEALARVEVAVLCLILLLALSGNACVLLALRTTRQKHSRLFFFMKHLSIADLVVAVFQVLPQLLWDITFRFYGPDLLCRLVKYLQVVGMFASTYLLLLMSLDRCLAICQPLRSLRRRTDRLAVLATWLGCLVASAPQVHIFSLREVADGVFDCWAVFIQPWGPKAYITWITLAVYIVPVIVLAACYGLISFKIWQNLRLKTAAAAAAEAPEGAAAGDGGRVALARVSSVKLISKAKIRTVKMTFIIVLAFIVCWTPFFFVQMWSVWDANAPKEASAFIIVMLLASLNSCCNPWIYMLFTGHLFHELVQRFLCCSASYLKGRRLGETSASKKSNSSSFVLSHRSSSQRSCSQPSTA
CHO parental Ca: counter-screen: ATP calcium response change in parental CHO cells; 330,000 tested, 0.63% active; parental CHO-K1, ATP-induced calcium, Fluo-8 fluorescence; inhibition, % at 5.6 µM;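 active = inhibition above that plate's mean sample inhibition plus 3 SD, cut at about 26% in these data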;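 note: 0% = ATP-challenged DMSO wells and 100% = DMSO wells without ATP; some compounds past the cut are filed as inactive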
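test system = CHO parental line | reagent = ATP stimulus | measured by = intracellular calcium via Fluo-8 no-wash fluorescent dye | control set = ATP and no-ATP DMSO wells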
V1R ag counter: counter-screen for oxytocin receptor agonists: human V1a receptor agonists; P37288; CHO-V1R cells, Fluo-8 calcium fluorescence, agonist mode; 0% DMSO, 100% 3 nM vasopressin; activation, % at 3 µM; 320,000 tested, 0.25% active; AID 2797;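 active = activation above the mean activation of all tested compounds plus 3 SD, per screening run, cut at about 20% in these data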;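 note: signal is peak over basal fluorescence ratio across a 100 second FLIPR read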
Target sequence (P37288 whole entry, looked up): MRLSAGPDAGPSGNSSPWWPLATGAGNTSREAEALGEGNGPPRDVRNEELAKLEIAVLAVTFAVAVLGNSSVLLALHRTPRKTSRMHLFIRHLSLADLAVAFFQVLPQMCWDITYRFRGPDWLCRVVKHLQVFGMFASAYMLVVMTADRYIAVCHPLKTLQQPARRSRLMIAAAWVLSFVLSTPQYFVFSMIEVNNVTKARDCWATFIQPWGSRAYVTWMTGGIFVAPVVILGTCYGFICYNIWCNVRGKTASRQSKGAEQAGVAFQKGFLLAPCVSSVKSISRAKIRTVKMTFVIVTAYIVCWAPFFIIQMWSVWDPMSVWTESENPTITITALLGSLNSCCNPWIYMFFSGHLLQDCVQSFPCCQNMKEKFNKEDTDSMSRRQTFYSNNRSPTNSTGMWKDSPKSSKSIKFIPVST
OXTR potentiate: human OXTR potentiation; CHO-OTR cells, Fluo-8 calcium fluorescence, potentiator mode; 0% = oxytocin EC15, 100% = EC100; activation, % at 3 µM; 320,000 tested, 0.061% active; AID 2445;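 active = activation above that plate's cutoff, the mean activation of tested compounds plus 3 SD, cut at about 6.6% in these data, passing the limit was not always enough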;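 note: 100% uses oxytocin at 75 nM as the full agonist control; some results filed as inactive read as strong as hits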
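assay system = CHO-OTR cells, human receptor | schedule = compound 6 min at room temperature before oxytocin, 100 s read | detection = Fluo-8 intracellular calcium fluorescence, ex 470-495, em 515-575 nm | evaluation = normalized max/min fluorescence ratio, % activation | control set = EC15 oxytocin alone as 0%, 75 nM oxytocin (EC100) as 100%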
TAAR1 antag: antagonists of human TAAR1. Q96RJ0. CHO RD-HGA16 TAAR1, Fluo-8 calcium fluorescence, antagonist. inhibition, % at 3 µM. 360,000 tested, 1.5% active;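 active = inhibition above a per-plate cutoff, the mean inhibition of test compounds on that plate plus 3 SD, cut at about 49% in these data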;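 note: 0% = DMSO plus EC80 beta-PEA response and 100% = DMSO alone without agonist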
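Test system: RD-HGA16 CHO cells with stable hTAAR1 and Gα16 / Probe or stimulus: EC80 β-phenethylamine stimulus / Times: seeding 17-24 h prior, 75-min 37 °C, 30-min RT dye loading / Detection: Fluo-8 calcium-sensitive fluorescence / Read-out basis: % inhibition scaled between DMSO and EC80 PEA controls / Repeats: singlicate, one well per test compound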
CHO-K1 Ca PAM: M1 PAM counterscreen hit in parental CHO-K1 cells; ATP EC20, Fluo-8 calcium fluorescence; 0% at ATP EC20, 100% at ATP max; activation, % at 3 µM; 360,000 tested, 0.02% active; AID 602247;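 active = activation above the run cutoff, the mean activation of all test compounds plus 3 SD, cut at about 40% in these data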;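 note: peak over basal fluorescence ratio in a 140 s read after ATP addition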
CHO-K1 Ca antag: counter-screen for M1 antagonists: effect in parental CHO-K1 cells | ATP-induced calcium, Fluo-8 fluorescence | inhibition, % at 3 µM | 360,000 tested, 0.6% active | AID 602250;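 active = inhibition above a per-plate cutoff, the plate's mean sample inhibition plus 3 SD, cut at about 24% in these data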;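 note: 0% = DMSO plus EC80 ATP and 100% = DMSO alone without ATP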
GPR7 antag: blocks human GPR7 receptor signaling; P48145; GPR7-expressing cells, fluorescence antagonist assay; inhibition, % at 4.4 µM; 290,000 tested, 1.1% active; AID 1861; in the data active = inhibition above about 16%, passing the limit was not always enough;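 note: cells stimulated with the agonist NPW; 0% = agonist with vehicle and 100% = vehicle without agonist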
CHO-K1 Ca ag: counter-screen for M1 agonists: effect in parental CHO-K1 cells; activation, % at 3 µM; Fluo-8 calcium fluorescence; scaled to maximal ATP response, vehicle zero; 360,000 tested, 0.48% active; in the data active = activation above about 15%;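 note: untransfected CHO-K1 host cells lacking M1 receptor as counterscreen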
* = called active by the depositor; nt = no result given; & = joins results of further samples.

SMILES | OXTR agonist | CHO parental Ca | V1R ag counter | OXTR potentiate | TAAR1 antag | CHO-K1 Ca PAM | CHO-K1 Ca antag | GPR7 antag | CHO-K1 Ca ag
CCNC(=O)C1(C)CCN(C(=O)c2ccc(F)cc2Cl)C1 (stereo not drawn) | nt | nt | nt | nt | -5.1 | -1.1 | -1.3 | nt | 0.5
COC(=O)Cn1ccnc1[N+](=O)[O-] | nt | nt | nt | nt | -12.8 | 12.9 | -9.4 | nt | 0.5
O=C1Nc2ccccc2CN2C(=O)c3cc(Cl)ccc3NC(=O)C12 (stereo not drawn) | nt | nt | nt | nt | -2.9 | 19.7 | -17.6 | nt | 1.8
CCOC(=O)/C=C1/SCC(=O)N1CC(=O)Nc1ccccc1OC(F)F | nt | nt | nt | nt | -0.6 | 17.2 | -14.2 | nt | 0.9
O=C(CC1NCCc2ccccc21)Nc1ccc(Cl)cc1 (stereo not drawn) | 3.4 | -10.8 | 0.1 | -3.5 | 6.5 | -7.6 | 14.2 | 5.0 | 3.7
O=C(c1ccc(F)cc1)C1CCN(C(=O)NCc2ccccc2)CC1 | 0.3 | -8.2 | 1.7 | -4.0 | -21.1 | -3.0 | -18.2 | -19.4 | 4.2
CC1(C)C2CC[C@]1(C)C(=O)N(CCCCN1CCN(c3ccccn3)CC1)C2=O | 0.1 | -17.2 | 2.2 | -6.2 | -19.4 | 2.8 | -11.1 | 18.8 | 1.6
Cc1nn(Cc2ccccc2)c(C)c1/C=N/NC(=O)c1ccccc1O | 0.6 | -15.3 | 2.2 | -0.1 | 10.8 | 1.5 | -8.1 | -2.9 | 2.9
CCCCNC(=S)N1CCN(Cc2ccc3c(c2)OCO3)CC1 | 1.3 | -12.9 | 3.2 | -5.3 | 3.0 | 27.4 | -11.2 | 6.8 | 14.4
Cc1onc(-c2ccccc2)c1C(=O)Nc1ccccc1C#N | -1.5 | -13.1 | -1.5 | -0.9 | -2.0&-5.0 | 10.2&9.7 | 2.5&2.5 | -2.8 | 1.3&0.5
CCOC(=O)c1nnn(-c2nonc2N)c1-c1cccs1 | -0.7 | -21.9 | 0.3 | -0.4 | 1.2 | 18.0 | -4.5 | 7.9 | 0.6
CC(=S)c1c(C)cc2cc(C)ccn12 | -1.2 | 0.5 | 0.3 | -5.6 | -23.4 | -6.6 | -4.8 | -8.1 | 0.0
Cc1ccc(OCC(=O)NNC(=O)c2ccc(NC(=O)C3CC3)cc2)c(C)c1 | -0.3 | -7.2 | 1.1 | -8.7 | -15.8 | -3.4 | 0.8 | -8.6 | 1.9
CCC(=O)N1C(C(=O)O)CSC1c1ccc(OC)cc1 (stereo not drawn) | 1.0 | 3.1 | 0.6 | -6.1 | 12.7 | 4.6 | 4.7 | -5.7 | -0.1
Cc1nc(SC(C)C)[nH]c(=O)c1Cc1ccccc1 | -1.5 | -1.8 | -1.6 | -8.7 | 7.6 | 14.8 | -2.2 | 7.0 | 0.3
O=C(CN(Cc1ccccc1)C(=O)c1cc2c(s1)CCC2)NCc1cccs1 | -1.7 | -18.8 | -0.2 | -19.1 | 8.6 | -2.9 | 2.1 | 7.0 | 0.1
CCOC(=O)c1sc(NC(=O)c2ccc(OC(C)=O)cc2)nc1C | -0.1 | -7.0 | 0.3 | -0.5 | -20.0 | -7.5 | -3.4 | -2.2 | 0.1
COC(=O)c1c(-c2ccco2)csc1NC(=O)C1CC=CCC1C(=O)O (stereo not drawn) | -0.2 | -9.6 | 0.7 | -9.9 | 2.4 | 11.8 | -7.2 | -3.5 | -0.2
O=C(Nc1ccc(C(F)(F)F)cc1[N+](=O)[O-])O[C@H]1[C@H](Cc2ccccc2)NS(=O)(=O)[C@H]2C[C@@H]3C=C[C@]12O3 | 4.3 | -12.4 | 1.0 | 0.5 | -14.2 | -2.0 | -5.1 | nt | 0.3
Cc1cc(C)c2oc(C(=O)Nc3ccc(S(=O)(=O)N4CCC(C)CC4)cc3)cc(=O)c2c1 | 0.4 | -3.1 | 1.0 | -2.4 | 0.4 | -2.6 | 3.9 | -4.2 | 0.5
CSc1cccc(NC(=O)COC(=O)C2(c3ccccc3)CC2)c1 | -1.0 | 1.7 | -0.1 | -4.1 | 35.6 | 12.1 | -3.1 | nt | 0.7
O=C(c1ccc(Sc2cccc(Cl)c2)c([N+](=O)[O-])c1)N1CCN(c2ccccn2)CC1 | -1.4 | -21.2 | -0.6 | -0.9 | -15.3 | 1.9 | -5.6 | -4.4 | 5.0
Cc1cccc(C(=O)Nc2ccc(C(=O)N/N=C/c3ccco3)cc2)c1 | 0.9 | -23.4 | -0.3 | -2.4 | 9.1 | 2.0 | -16.5 | nt | 3.3
Cc1ccc(Nc2cnn(C34CC5CC(CC(CC(=O)O)(C5)C3)C4)c(=O)c2Cl)cc1C | 0.3 | -7.3 | 0.8 | -3.2 | 19.3 | 11.3 | -5.4 | -1.2 | 0.2
Cn1ccnc1-c1ccc(-c2nccn2C)cc1 | -0.5 | 5.9 | 0.3 | -9.2 | -2.3 | 9.9 | -27.5 | -2.9 | 0.9
CC(=O)N/C(=C\c1ccccc1)C(=O)OCC(=O)c1ccc(F)cc1 | -1.0 | -3.8 | -0.7 | -5.5 | -6.9 | 3.5 | 4.4 | nt | 0.9
O=C1Nc2ccc(Br)cc2/C1=N/N=C/C1=C(N2CCOCC2)C(=C\c2ccccc2)/CC1 | 0.2 | 0.0 | 1.1 | -8.2 | 10.4 | 0.8 | 21.3 | -0.6 | -0.4
CC(=O)OC(Cn1nc(C)cc1C)c1ccccc1 (stereo not drawn) | -0.6 | -12.2 | -0.4 | -11.3 | 2.9 | 2.9 | 1.4 | 5.9 | 0.3
CCC(=O)Nc1ccc(Br)cn1 | 0.3 | -1.8 | 0.7 | 0.3 | -16.4 | 10.7 | 0.3 | 3.5 | 0.6
CS(=O)(=O)N(CC(=O)NCCSCc1cccc(Cl)c1)c1ccc2c(c1)OCO2 | -0.6 | -16.0 | -0.2 | -11.6 | -12.2 | 13.2 | -5.6 | -2.7 | 0.5

Full records as entered above:
`O=C(CC1NCCc2ccccc21)Nc1ccc(Cl)cc1` (stereo not drawn) across the screens: OXTR agonist: 3.4; CHO parental Ca: -10.8; V1R ag counter: 0.1; OXTR potentiate: -3.5; TAAR1 antag: 6.5; CHO-K1 Ca PAM: -7.6; CHO-K1 Ca antag: 14.2; GPR7 antag: 5.0; CHO-K1 Ca ag: 3.7
`CCOC(=O)c1nnn(-c2nonc2N)c1-c1cccs1` across the screens: OXTR agonist: -0.7; CHO parental Ca: -21.9; V1R ag counter: 0.3; OXTR potentiate: -0.4; TAAR1 antag: 1.2; CHO-K1 Ca PAM: 18.0; CHO-K1 Ca antag: -4.5; GPR7 antag: 7.9; CHO-K1 Ca ag: 0.6

Nine structures already listed, arranged by SMILES length, highest first:
SMILES | OXTR agonist | CHO parental Ca | V1R ag counter | OXTR potentiate | TAAR1 antag | CHO-K1 Ca PAM | CHO-K1 Ca antag | GPR7 antag | CHO-K1 Ca ag
Cc1cc(C)c2oc(C(=O)Nc3ccc(S(=O)(=O)N4CCC(C)CC4)cc3)cc(=O)c2c1 | 0.4 | -3.1 | 1.0 | -2.4 | 0.4 | -2.6 | 3.9 | -4.2 | 0.5
CC1(C)C2CC[C@]1(C)C(=O)N(CCCCN1CCN(c3ccccn3)CC1)C2=O | 0.1 | -17.2 | 2.2 | -6.2 | -19.4 | 2.8 | -11.1 | 18.8 | 1.6
Cc1cccc(C(=O)Nc2ccc(C(=O)N/N=C/c3ccco3)cc2)c1 | 0.9 | -23.4 | -0.3 | -2.4 | 9.1 | 2.0 | -16.5 | nt | 3.3
CCOC(=O)/C=C1/SCC(=O)N1CC(=O)Nc1ccccc1OC(F)F | nt | nt | nt | nt | -0.6 | 17.2 | -14.2 | nt | 0.9
Cc1nn(Cc2ccccc2)c(C)c1/C=N/NC(=O)c1ccccc1O | 0.6 | -15.3 | 2.2 | -0.1 | 10.8 | 1.5 | -8.1 | -2.9 | 2.9
CCOC(=O)c1sc(NC(=O)c2ccc(OC(C)=O)cc2)nc1C | -0.1 | -7.0 | 0.3 | -0.5 | -20.0 | -7.5 | -3.4 | -2.2 | 0.1
CCCCNC(=S)N1CCN(Cc2ccc3c(c2)OCO3)CC1 | 1.3 | -12.9 | 3.2 | -5.3 | 3.0 | 27.4 | -11.2 | 6.8 | 14.4
CCC(=O)N1C(C(=O)O)CSC1c1ccc(OC)cc1 (stereo not drawn) | 1.0 | 3.1 | 0.6 | -6.1 | 12.7 | 4.6 | 4.7 | -5.7 | -0.1
Cn1ccnc1-c1ccc(-c2nccn2C)cc1 | -0.5 | 5.9 | 0.3 | -9.2 | -2.3 | 9.9 | -27.5 | -2.9 | 0.9

From PubChem BioAssay
